IMPase cell inh: qHTS Assay for Identifying the Cell-Membrane Permeable IMPase Inhibitors. CHO-M1 cells, IP1 accumulation, HTRF TR-FRET ratio. Inositol monophosphatase 1 (Rattus norvegicus), P97697. inhibition (IP1 accumulation), % at 46.1 µM. 120,000 tested, under 10 active; active = well fitted curve in the direction sought with a large enough effect in the signal ratio, not every such curve was filed as active; inconclusive = small, poorly fitted or top-dose-only effect, or a change in a side signal; inactive = no such curve, though single readings can be large or run the other way; the % refers to the signal ratio;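 note: cells stimulated with carbachol in lithium chloride buffer; plate controls were DMSO basal wells for no effect and reference inhibitor wells for full effect; higher means more IMPase inhibition seen as more IP1 and lower FRET ratio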
Target sequence (P97697 whole entry, looked up): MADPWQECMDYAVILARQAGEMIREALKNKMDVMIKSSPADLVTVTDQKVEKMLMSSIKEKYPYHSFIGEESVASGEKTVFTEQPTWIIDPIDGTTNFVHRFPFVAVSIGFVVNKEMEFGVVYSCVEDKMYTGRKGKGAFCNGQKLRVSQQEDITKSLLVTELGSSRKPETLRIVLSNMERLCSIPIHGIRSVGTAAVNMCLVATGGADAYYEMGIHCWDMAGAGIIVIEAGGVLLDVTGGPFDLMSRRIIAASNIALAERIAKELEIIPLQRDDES
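Elevated IP1 in lysates lowers TR-FRET signal (665/620 ratio and 620 channel reported). Cells were CHO-M1, given carbachol (50 uM as added) plus 50mM LiCl, pH 7.4, 30 min, 37C; compounds titrated up to 46 uM; AC50 by Hill equation.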
PNC inhibitor: High Content Assay for Compounds that inhibit the Assembly of the Perinucleolar Compartment | actives 3.1% (n = 140,000) | activity change (PNC), negative = inhibition, % at 10 µM | AID 2417, 2010 | PC3M PTB-GFP, PNC prevalence imaging, 16 h; hits give low values;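 active = readout at or below -70, meaning at least 70% loss of cells showing the perinucleolar compartment, a nuclear body marking cancer cells; inconclusive = readout between -30 and a set limit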;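 note: plate controls were DMSO wells for no effect and camptothecin positive control wells for full effect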
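PC3M cells stably expressing PTB-GFP, 750–1000 cells/well, treated 16 h at 37 °C with compound (23 nl of library stock), in duplicate. After paraformaldehyde fixation and Hoechst stain, imaged at 20x; PNC prevalence scored by image analysis.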
15-hLO-2 inh: qHTS Assay for Inhibitors of 15-hLO-2 (15-human lipoxygenase 2); purified 15hLO-2, xylenol orange hydroperoxide absorbance; Potency, µM (doses to about 57.1 µM), for inactives: at the top dose activity change, negative = inhibition, most hits filed as inhibitors; Polyunsaturated fatty acid lipoxygenase ALOX15B (Homo sapiens), O15296; actives 0.56% (n = 110,000); note: potency is the fitted concentration of half-maximal effect; nearly all actives have a fitted effect of over 60% in size; many of its hits are not listed in these tables
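Purified human 15hLO-2 (50 nM final) preincubated with compounds 15 min at room temperature in 25 mM Hepes pH 7.5, 0.01% Triton X-100, then 45 uM arachidonic acid added for 90 min; hydroperoxide detected via ferrous/xylenol orange, 573/405 nm absorbance ratio.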
ALOX12 inhib: qHTS Assay for Inhibitors of 12-hLO (12-human lipoxygenase) | purified 12-hLO, xylenol orange hydroperoxide absorbance | actives 0.12% (n = 150,000) | Polyunsaturated fatty acid lipoxygenase ALOX12 (Homo sapiens), P18054 | Potency, µM (highest dose often 57.1 µM), for the others: at the highest dose activity change, negative = inhibition, most hits filed as inhibitors | AID 1452, 2008; note: potency is the fitted concentration of half-maximal effect; nearly all actives have a fitted effect of over 55% in size; many of its hits are not listed in these tables
Target sequence (P18054 whole entry, looked up): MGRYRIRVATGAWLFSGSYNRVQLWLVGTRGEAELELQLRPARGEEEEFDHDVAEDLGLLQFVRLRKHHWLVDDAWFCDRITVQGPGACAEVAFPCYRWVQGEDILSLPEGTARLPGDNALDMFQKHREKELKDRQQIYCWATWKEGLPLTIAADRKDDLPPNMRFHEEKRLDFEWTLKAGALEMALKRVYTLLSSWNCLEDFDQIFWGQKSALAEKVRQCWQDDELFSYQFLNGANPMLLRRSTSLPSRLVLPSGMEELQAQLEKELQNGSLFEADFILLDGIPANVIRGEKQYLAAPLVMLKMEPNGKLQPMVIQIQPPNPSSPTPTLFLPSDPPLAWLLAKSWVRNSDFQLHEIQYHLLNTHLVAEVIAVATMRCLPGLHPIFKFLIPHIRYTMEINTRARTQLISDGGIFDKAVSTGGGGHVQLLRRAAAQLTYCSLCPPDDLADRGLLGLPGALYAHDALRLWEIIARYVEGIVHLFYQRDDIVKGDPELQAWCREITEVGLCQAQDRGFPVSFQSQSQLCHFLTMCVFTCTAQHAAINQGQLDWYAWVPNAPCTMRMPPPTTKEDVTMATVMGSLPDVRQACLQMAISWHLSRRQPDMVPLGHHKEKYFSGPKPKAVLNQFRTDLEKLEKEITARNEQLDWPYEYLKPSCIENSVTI
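Lipoxygenase turnover measured by absorbance at 573 and 405 nm after Fe-XO development. Human 12hLO 150 nM, arachidonate 40 uM, pH 7.0 Hepes buffer with detergent; 15 min compound preincubation, 30 min reaction.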
Numbers without * were called inactive; ? = inconclusive; . = not tested or not shown; [ ] = dose if it differs, or a comment. Unless noted, calls come from the whole dose curve; as a rule, active = well fitted curve in the direction sought with a large enough effect; inconclusive = small, poorly fitted or top-dose-only effect, or another doubt; inactive = no such curve, though single readings can be large; an effect the other way counts as inactive or inconclusive. Unless noted, % is set by controls: 0 for no effect and ±100 for the full control effect.

IMPase cell inh,PNC inhibitor,15-hLO-2 inh,ALOX12 inhib,Compound
-3,16,6%,2%,O=C(Nc1cccc(-c2cn3ccccc3n2)c1)c1cc2ccccc2oc1=O
5,37,.,-5%,C/C(=N\NC(=O)CN(c1ccccc1)S(=O)(=O)c1ccccc1[N+](=O)[O-])C(C)(C)C
-7,4,.,3%,Cc1cccc(Nc2nc(N)nc(CSC(=S)N3CCOCC3)n2)c1
7,-21,4%,-3%,Clc1ccc(CSc2ncn[nH]2)cc1
.,.,8%[11.4 µM],3%[11.4 µM],O=C(O)CSc1ccn(Cc2ccccc2)c1
-6,8,-8%,-5%,CC1CCN(S(=O)(=O)Cc2ccccc2Cl)CC1
.,?,.,-5%,CCOC(=O)Cc1csc(NC(=O)Nc2cccc(Cl)c2)n1
19,1,21%,-23%,CCc1nc(N2CCC(C)CC2)c2oc3ccccc3c2n1
-1,-26,-3%,-1%,O=C(O)c1cc(C(=O)O)c(-c2ccccc2)c(C(=O)O)c1
2,47,-6%,7%,O=C(c1ccco1)n1nc(-c2ccco2)nc1SCc1ccccc1
4,41,-4%,6%,CC(CP(=O)(O)O)NC(=O)Cc1ccccc1 (stereo unspecified)
11,37,-6%,-7%,CCC(c1nnnn1C(C)C)N1CCN(C2CCCC2)CC1 (stereo unspecified)
4,?,0%,3%,COc1ccc(C(=O)N2CCCc3ccccc32)cc1
.,25,.,0%,c1ccc(-c2ccccc2OCCN2CCOCC2)cc1
.,-89*,.,-1%,CCn1nc(C(=O)Nc2nc3ccccc3[nH]2)c2ccccc2c1=O
.,.,25%[11.4 µM],-7%[11.4 µM],O=[N+]([O-])c1cc(Cc2cc([N+](=O)[O-])c3cccnc3c2O)c(O)c2ncccc12
0,-17,-4%,-1%,CCOc1cnc(-c2ccc(OC)cc2)o1
5,55,12%,0%,S=c1sc2c(N3CCN(Cc4ccccc4)CC3)ncnc2n1-c1ccccc1
5,-108*,-4%,-5%,Cc1ccc(Cn2c3ccccc3c3cn[nH]c(=O)c32)cc1
.,?,.,2%,N#Cc1ccc(-c2cccnc2)nc1SCc1ccc(Cl)c(Cl)c1
9,-2,7%,-1%,CC(C)c1cc(Br)ccc1OCCCN1C(=O)NC(C)(C)C1=O
7,?,-9%,-7%,COCc1nnc(NS(=O)(=O)c2ccc([N+](=O)[O-])cc2)s1
-1,15,3%,3%,CCN(C1CCCCC1)S(=O)(=O)c1ccc(S(=O)(=O)N(CC(=O)Nc2ccccc2)C2CC2)cc1
-11,-20,.,0%,O=C1NN(c2ccccc2)C(=O)/C1=C/c1ccc(Sc2cccc3ccccc23)o1
.,-105*,.,3%,COc1ccc(CC/C(C)=N\NC(N)=O)cc1
-2,23,-1%,0%,COc1ccc(F)cc1S(=O)(=O)n1cc(C)nc1-c1ccccc1
-3,5,-8%,-4%,Cc1cc(C)c(C(N)=O)c(NC(=O)Nc2ccccc2)n1
.,33,.,-4%,COc1ccc(/C=N/Nc2nc(Nc3ccccc3)nc(N3CCCCC3)n2)c(OC)c1
-1,-6,5%,2%,Cc1ccc(OCCCN(C)C)c(Br)c1
-10,37,-6%,0%,NC(=O)CSc1nnc(-c2ccoc2)o1

Compound profiles, from the list above. Order of values: IMPase cell inh | PNC inhibitor | 15-hLO-2 inh | ALOX12 inhib
N#Cc1ccc(-c2cccnc2)nc1SCc1ccc(Cl)c(Cl)c1 is listed with . | ? | . | 2%
O=C1NN(c2ccccc2)C(=O)/C1=C/c1ccc(Sc2cccc3ccccc23)o1 is listed with -11 | -20 | . | 0%
Cc1ccc(Cn2c3ccccc3c3cn[nH]c(=O)c32)cc1 is listed with 5 | -108* | -4% | -5%
CCOc1cnc(-c2ccc(OC)cc2)o1 is listed with 0 | -17 | -4% | -1%
COc1ccc(CC/C(C)=N\NC(N)=O)cc1 is listed with . | -105* | . | 3%

Other compounds:
IMPase cell inh,PNC inhibitor,15-hLO-2 inh,ALOX12 inhib,Compound
.,?,.,0%,Cc1cccc(N=C2NC(=O)/C(=C/c3cccs3)S2)c1
.,.,-4%,3%,COCC(=O)N1CCC2(CC1)CN(c1ccccc1)C2
7,0,-10%,1%,CC1CN(C2CCN(S(=O)(=O)Cc3ccccc3)CC2)CC(C)O1 (stereo unspecified)
7,-104*,2%,-5%,Cc1cc(Cl)ccc1OC(C)C(=O)Nc1ccccc1N1CCOCC1 (stereo unspecified)
.,.,-5%[11.4 µM],3%[11.4 µM],CCc1ccc(CCC(=O)O)nc1
?,22,23%,-14%,CC(C)(C)c1csc(NC(=O)c2ccc(Cl)s2)n1
-7,21,0%,2%,CC(C)CNC(=O)COC(=O)CCC(=O)c1ccc(F)cc1
1,-2,-11%,-7%,O=C(Nc1ccc(S(=O)(=O)Nc2cnc3ccccc3n2)cc1)c1ccc(Br)o1
.,?,.,-2%,COc1cc(C2NC(=S)NC3=C2CCc2ccccc23)cc(OC)c1OC (stereo unspecified)
1,-12,-10%,1%,Nc1c(C(=O)c2cccs2)oc2ccccc12
.,24,.,1%,COc1cc(C(=O)NCCc2ccc(F)cc2)c([N+](=O)[O-])cc1OC
-3,?,2%,-5%,Cn1c(CCCNC(=O)c2cccs2)nc2ccccc21
.,-22,.,3%,Cc1ccc(C(=O)NCCCc2ccccc2)s1
-1,-24,1%,-8%,C=C(C)CSc1nnc([C@@H]2CCCN2C(=O)OC(C)(C)C)o1
3,59,-9%,-2%,CCN(C(=O)c1ccc2c(OC)n(CC)nc2c1)c1ccc(OC)cc1
-3,?,-1%,1%,CC(C)(C)NC(=O)c1cnn2c1NC(c1ccc(F)cc1)CC2C(F)(F)F (stereo unspecified)
1,3,2%,-1%,CCC(=O)NCCc1nc2ccccc2n1Cc1ccc(C)cc1
.,.,-8%,0%,c1ccc2occc2c1
5,-22,4%,2%,Cc1ccc(Sc2c(C)nn(C(=O)c3cccc(S(=O)(=O)N4CCOCC4)c3)c2C)cc1
-6,-19,.,0%,Cc1cc(F)c(F)c(C(=O)N2CCOCC2)c1Cl
.,-14,.,7%,COc1ccc(CCNC(=O)CC(NC(=O)c2ccccc2Cl)c2ccccc2)cc1 (stereo unspecified)
-3,-24,1%,-9%,Cc1cccn2c(=O)c3cc(C(=O)N(C)C)n(C)c3nc12
5,?,?,-8%,COc1cc(/C=C2\C(=O)ON=C2c2ccccc2)cc(OC)c1OC
-9,20,12%,-4%,Cc1cccc(NC(=O)COc2ccc(Br)cc2C)n1
-5,-7,-19%,1%,O=C(NC12CC3CC(CC(C3)C1)C2)c1ccc(=O)oc1
-4,37,2%,9%,CCCC1CC(CSC(=N)N)OC1=O (stereo unspecified)
6,?,-30%,1%,N=c1c(C(=O)NCc2ccco2)cc2c(=O)n3ccccc3nc2n1Cc1ccccc1
9,?,.,1%,COc1cc(SC)ccc1C(=O)NCCOc1ccc(C)c(C)c1
-5,-14,7%,-2%,Cc1ccnc(N2CCC(C(=O)NC3CCCCCC3)CC2)n1
-10,-16,4%,-1%,COCCN1Cc2cccc(C(=O)NCc3ccccc3OC)c2C1=O
-7,8,.,0%,COc1cc(C(=O)NCC(c2ccco2)N(C)C)cc(OC)c1OC (stereo unspecified)
14,-18,-16%,-10%,O=C(C1CCN(C2CC(=O)N(c3cccc(Cl)c3)C2=O)CC1)N1CCCC1 (stereo unspecified)
4,-17,.,0%,COc1ccc(C(=O)N2CCCCC2)cc1S(=O)(=O)Nc1cccc(C(=O)O)c1
-3,?,-3%,-4%,Cc1ccc2c(c1)c1c(n2CC2COC(C)(C)O2)C(=O)CCC1 (stereo unspecified)
.,-113*,.,1%,Cc1c(C(=O)O)oc2ccc(S(=O)(=O)NC3CCCCCCC3)cc12
-7,11,12%,-6%,O=C(c1ccc2nc3ccccc3c(=O)n2c1)N1CCN(Cc2ccc3c(c2)OCO3)CC1
8,12,.,0%,C=C(C(=O)c1ccccc1)C(c1ccccc1)C(C)C(=O)c1ccccc1 (stereo unspecified)
.,-12,.,1%,Cc1cc(C(=O)OCC(=O)Nc2ccc(F)cc2[N+](=O)[O-])c2ccccc2n1
.,71,.,4%,CN(Cc1ccccc1)C(=O)COC(=O)c1ccccc1NS(=O)(=O)c1cccc(N)c1
2,44,-10%,?,COc1cccc(CNc2ncc(Br)cc2Br)c1O
.,?,.,-4%,COc1cc(/C=N/O)cc(Br)c1OCC(=O)NCc1ccccc1
?,6,?,3%,CCCCn1c(NC(=O)c2ccc(Br)o2)c(S(=O)(=O)c2ccccc2)c2nc3ccccc3nc21
-5,-93*,-3%,0%,COc1ccccc1/C=C1\SC(=O)N(CCC(=O)NNC(=O)c2ccccc2Cl)C1=O
4,-5,-9%,-9%,CC(=O)c1c(C)[nH]c(C(=O)NCc2ccccc2)c1C
10,?,-15%,-23%,O=C1C(Cl)=C(N2CCCCCC2)C(=O)N1c1ccccc1
1,?,.,-4%,CC(C)c1ccc(OCC(=O)Nc2ccc(OC(F)(F)F)cc2)cc1
.,24,.,-3%,Cc1occc1-c1nnc(SCC(=O)N2CCN(c3ccccc3F)CC2)n1C
0,48,22%,-7%,CC1(C)CC(n2c(NCCO)nc3c(c2=O)C2(CCCC2)Cc2ccccc2-3)CCO1 (stereo unspecified)
-4,?,2%,2%,CNS(=O)(=O)c1cc(O)c2c(S(=O)(=O)NC)cccc2c1
4,-21,2%,-2%,COc1ccccc1NC(=O)c1[nH]c(C)c(C(C)=O)c1C
.,44,.,-2%,Cc1cccc(-n2cc[nH]c2=S)c1
-4,17,3%,-2%,Cc1cc(C)n(C(=O)CCC(=O)Nc2ccc(C)c(C)c2)n1
6,-15,-3%,0%,CC(C)NS(=O)(=O)c1cccc2nsnc12
.,?,.,0%,Cc1nc(-c2ccc(Br)cc2)ccc1C(=O)O
.,0,.,-2%,Cc1[nH]c2ccccc2c1C(c1ccncc1)N1CCN(c2ccccc2F)CC1 (stereo unspecified)
.,21,.,-5%,CCOC(=O)C1=C(Nc2ccccc2)CC(C)(O)C(C(=O)OCC)C1c1ccc(Br)cc1 (stereo unspecified)
-1,?,0%,-3%,O=c1c(-c2cc3ccccc3o2)[n+]([O-])c2ccccc2n1OCc1ccccn1
-1,-25,-7%,-19%,Nn1cc(-c2ccccc2)nc1SCC(=O)N1CCN(S(=O)(=O)c2ccc(Cl)cc2)CC1
-6,40,57%[activator],0%,CC1CCCCN1S(=O)(=O)c1ccc(C(=O)Nc2nnc(-c3cccs3)o2)cc1 (stereo unspecified)
0,29,2%,0%,CCC(=O)Nc1ccc(S(=O)(=O)NCCc2ccccc2)cc1

(list continues)
IMPase cell inh,PNC inhibitor,15-hLO-2 inh,ALOX12 inhib,Compound
.,217,.,-3%,CC(=O)N/C(=C\c1cccc([N+](=O)[O-])c1)C(=O)NC1CCCCC1
5,8,-3%,2%,CCOC(=O)c1sc(NC(=O)CSc2nnnn2-c2ccccc2)nc1C
-10,?,.,-3%,Clc1ccc(CSc2nnc3ccccn23)c(Cl)c1
0,2,0%,-6%,O=C(Nc1ccc(Cl)cc1Cl)C1CCC(=O)N1Cc1ccccc1Cl (stereo unspecified)
11,21,-10%,-4%,CCC(C)(C)c1ccc(Oc2ccc(NC(=O)COC(=O)C3=COCCO3)cc2)cc1
.,?,.,-4%,COc1ccc(C(=O)c2ccc(Cl)c([N+](=O)[O-])c2)cc1
6,57,4%,1%,O=C(NCc1cccnc1)c1nnc(Cc2ccc(F)cc2)o1
-2,16,3%,1%,CN(NC(=O)c1ccc(Cl)cc1)c1nc(-c2ccccc2)nnc1C(F)(F)F

High-throughput results as filed in PubChem.

Only part of the results is shown (hit frequency here may not be typical).
